Glioma ERSR ind = induces the endoplasmic reticulum stress response in human glioma cells | U87-MG GRP78 promoter luciferase reporter, 16 h | Potency, µM, inactives show at the top dose activation, actives largely listed as activators | 420,000 compounds, 0.02% hits; further: potency means the concentration at half of the fitted maximal effect; series mostly up to about 76 µM; % of control where 0% means no effect; nearly all actives have a fitted effect of over 35% in size
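ERSR induction read as luciferase luminescence (Bright-Glo, 10 min at room temperature) in stably transfected human U87-MG glioma cells exposed to compounds for 16 h, using GRP78 as sensor.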
LDHA inh = blocks human lactate dehydrogenase A; purified LDHA, NADH/diaphorase-resazurin fluorescence; stronger effect = lower value; activity change, % (values are at about 110 or 230 µM); 480,000 compounds, 0.15% hits; in the data active means activity change below about -30%; inconclusive means mostly about -25% to -30%;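 further: plate controls were DMSO wells for no effect and wells without enzyme for full effect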
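LDH5 2 nM; NADH 0.06 mM, pyruvate 0.2 mM; 200 mM Tris pH 7.4, EDTA, Tween-20; 5 min RT. Detection: diaphorase 0.133 mg/mL + resazurin 37 µM, fluorescence ex540/em590 at 0 and 20 min; normalized to enzyme-free and DMSO wells.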
Vif-A3G inh = inhibitors of Vif-APOBEC3G interaction; HeLa A3G-eYFP + Vif (tagged APOBEC3G with the HIV-1 protein that degrades it), YFP fluorescence, overnight; 410,000 compounds, 0.076% hits; Potency, µM (top dose mostly 46.1 µM), for inactives: at the highest dose activity, negative = active, most hits filed as inhibitors; AID 602310;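 further: potency means the concentration at half of the fitted maximal effect; on the % scale 0 is the no-effect control and ±100 the full control effect; nearly all actives have a fitted effect of over 60% in size; hits raise eYFP signal because A3G escapes Vif-driven loss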
Target sequence (Q9HC16 whole entry, looked up): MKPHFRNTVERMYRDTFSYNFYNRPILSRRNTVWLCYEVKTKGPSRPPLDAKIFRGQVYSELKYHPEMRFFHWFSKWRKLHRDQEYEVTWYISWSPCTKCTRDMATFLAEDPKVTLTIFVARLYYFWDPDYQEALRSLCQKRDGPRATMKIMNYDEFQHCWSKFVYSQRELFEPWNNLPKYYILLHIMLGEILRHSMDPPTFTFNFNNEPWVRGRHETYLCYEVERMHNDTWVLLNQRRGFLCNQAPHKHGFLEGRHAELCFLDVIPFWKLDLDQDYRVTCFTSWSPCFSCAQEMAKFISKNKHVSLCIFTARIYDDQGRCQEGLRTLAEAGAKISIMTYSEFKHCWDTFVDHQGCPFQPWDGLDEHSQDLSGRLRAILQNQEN
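HeLa cells stably expressing Vif and C-terminally eYFP-tagged A3G, seeded overnight at 37 deg C, then exposed to compound by pintool overnight at 37 deg C. Rise in yellow fluorescence (Ex 488/Em 500-530, Acumen) marks blocked Vif-driven A3G degradation.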
The depositor's hits bear a star; ? = inconclusive. Unless noted, the call rests on the fitted dose curve; in most records, active means well fitted curve in the direction sought with a large enough effect; inconclusive means small, poorly fitted or top-dose-only effect, or another doubt; inactive means no such curve, though single readings can be large; an effect the other way counts as inactive or inconclusive.

Every second line gives: Vif-A3G inh | LDHA inh | Glioma ERSR ind
1. CNc1cccc(-c2ccc(N3CCN(C)CC3)nc2)n1
  0% | -7 | -3%
2. CC1(C(=O)NCc2cccs2)Cc2c(-c3ccc(C(N)=O)cc3)ccnc2O1 (centres undefined)
  ? | -11 | -3%
3. CN1CCN(c2ccc(CNC(=O)C3Cc4c(-c5ccccc5Oc5ccccc5)ccnc4O3)cc2)CC1 (centres undefined)
  -19% | -3 | -2%
4. COc1cc(CNC(=O)Nc2cccn3nc(COCCO)nc23)cc(OC)c1OC
  2% | -5 | -2%
5. C/C(=N\NC(=O)C1CCCC1)c1ccc(NC(=O)C(F)(F)F)cc1
  -5% | -5 | -2%
6. CCCS(=O)(=O)NC(=O)C1(C)CCCN(C(=O)c2cc(C(C)(C)C)nn2C)C1 (centres undefined)
  2% | -7 | -2%
7. O=C(NCc1cccnc1)c1cc(C2CCCCN2C(=O)OCCF)on1 (centres undefined)
  -1% | 0 | -1%
8. Cc1cccc(C(O)c2ncc(-c3ccc(Cl)cc3)[nH]2)c1C (centres undefined)
  -3% | -13 | -3%
9. COc1ncccc1-c1cnc2cccnn12
  -2% | -2 | -3%
10. CC(C)C[C@H]1CNC(=S)N1C[C@H]1CCCN1C[C@H](Cc1ccc(O)cc1)N1C[C@H](Cc2ccc(O)cc2)N(CC2CCCCC2)C1=S
  -12% | -16 | -1%
11. COc1ccc(CNC(=O)c2cccc3c(-c4cccnc4)coc23)cc1OC
  -11% | -1 | -5%
12. Cc1ccc2nc(CN(C)C(=O)[C@H]3O[C@@H](n4ccc(=O)[nH]c4=O)[C@H](O)[C@@H]3O)[nH]c2c1
  0% | -4 | -1%
13. OCCNc1ncnc2c1ncn2[C@H]1CN(C2CCCC2)C[C@@H](CO)O1
  -4% | 1 | -4%
14. CC1(C(=O)NS(=O)(=O)C2CC2)CCN(C(=O)C2(c3ccc(Cl)cc3)CCCC2)C1 (centres undefined)
  -2% | -1 | -1%
15. CC1(C(=O)O)CCCN(C(=O)c2ccc3c(c2)C(C)(C)CCC3(C)C)C1 (centres undefined)
  -1% | -4 | -2%
16. CCNC(=O)C1CCCN(C(=O)c2ccccc2OC(F)(F)F)CC1 (centres undefined)
  -5% | -4 | -4%
17. CC1(C(=O)NS(=O)(=O)c2cccc(F)c2)CCN1C(=O)C1(c2ccc(Cl)cc2)CCC1 (centres undefined)
  1% | -12 | -4%
18. C#CCNC(=O)c1ccc2sc([C@H]3C[C@H](O)[C@@H](CO)O3)nc2c1
  -1% | -4 | -1%
19. FC(F)(F)c1ccccc1Cc1c(-c2ccccc2)nc2ccc(Cl)cn12
  -3% | -4 | 5%
20. OC(c1ccc(F)cc1)c1nc(-c2cccc(C(F)(F)F)c2)cs1 (centres undefined)
  -14% | -5 | -5%
21. CC(C)C(=O)N1CCCC1(C)C(=O)NCc1ccc(Cl)cc1 (centres undefined)
  -2% | -5 | 0%
22. CC(C)(C)Nc1c(C2CCNCC2)nc2c(OCc3ccccc3)cccn12
  -2% | -6 | -6%
23. CCCNC(=O)C1(C)CCN1C(=O)Cc1ccc(C(C)C)cc1 (centres undefined)
  -2% | -3 | -2%
24. COc1cccc(C=C2Cc3ccccc3C2=O)c1
  -25% | -3 | 7%
25. CCN(CCO)c1ccc(Nc2cc(-c3ccc(-c4ccccc4)cc3)ncn2)cc1
  -1% | -8 | -2%
26. O=S1(=O)CC(N2CCC(Cc3ccccc3)CC2)CN1C1CCCC1 (centres undefined)
  -3% | -2 | -4%
27. COc1cc(-c2cnc3c(NC=O)cc(-c4ccccc4Cl)cn23)cc(OC)c1OC
  ? | -2 | -2%
28. COCCNC(=O)C1(C)CCCN(C(=O)CCc2ccccc2)C1 (centres undefined)
  2% | -3 | 0%
29. C/C=C/c1cccc(-c2nc(C(=O)NC3CCC3)cc3c2[C@H](CCO)N(S(=O)C(C)(C)C)C3)c1 (some centres undefined)
  -7% | 4 | -3%
30. O=C(Nc1cccc(Oc2ccccc2)c1)C1Cc2c(-c3ccco3)ccnc2O1 (centres undefined)
  -8% | -2 | 2%

In the list so far, two contain an NH in an aromatic ring.
Every second line gives: Vif-A3G inh | LDHA inh | Glioma ERSR ind
8. Cc1cccc(C(O)c2ncc(-c3ccc(Cl)cc3)[nH]2)c1C (centres undefined)
  -3% | -13 | -3%
12. Cc1ccc2nc(CN(C)C(=O)[C@H]3O[C@@H](n4ccc(=O)[nH]c4=O)[C@H](O)[C@@H]3O)[nH]c2c1
  0% | -4 | -1%

The list continues.
Every second line gives: Vif-A3G inh | LDHA inh | Glioma ERSR ind
31. COc1cccc(NC(=O)C2(C)CCN2Cc2ccccc2OC(F)F)c1 (centres undefined)
  -3% | 3 | 0%
32. CC(C)NC(=O)c1ccc(-c2ccc(F)c(F)c2)c2ccoc12
  2% | -6 | 6%
33. O=C(OCC(O)C1OC(c2ccccc2)OC(COC(=O)c2ccccc2)C1O)c1ccccc1 (centres undefined)
  -4% | -4 | -8%
34. CCc1nc2ccc(C(=O)Nc3ccc4c(c3)OCC(=O)N4)cn2c1N(C)Cc1nccn1C
  -1% | 4 | -3%
35. CC(=O)Nc1cc(-c2ccc(N(C)C)cc2)cn2c(-c3ccc(F)c(Cl)c3)cnc12
  ? | 7 | 2%
36. COc1ccc(NC(=O)c2cc(C3CCCCN3C(=O)c3cc(OC)c(C)c(OC)c3)on2)c(C)c1 (centres undefined)
  -4% | -2 | -2%
37. S=c1[nH]nc2ccc3ccccc3n12
  5% | -8 | -2%
38. CC1(C(=O)Nc2ccccc2Cc2ccccc2)CCN1Cc1ccccc1Cl (centres undefined)
  -5% | -4 | 2%
39. CCCS(=O)(=O)NC(=O)C1(C)CCN(C(=O)Cc2ccc(OC)cc2)C1 (centres undefined)
  -3% | -7 | 0%
40. Cc1cc(F)ccc1C(O)c1ncc(-c2ccccc2Cl)[nH]1 (centres undefined)
  -5% | -6 | 1%
41. Nc1ncnc2c1ncn2[C@@H]1O[C@H](C(=O)N2CCN(c3nc4ccccc4o3)CC2)[C@@H](O)[C@H]1O
  -5% | -9 | -4%
42. COc1ccccc1-c1cnc(C(O)c2ccc(F)cc2C)[nH]1 (centres undefined)
  0% | -2 | -2%
43. Cc1cc(Cl)ccc1C(O)c1ncc(-c2ccc(C(F)(F)F)cc2)[nH]1 (centres undefined)
  -6% | -13 | -7%
44. O=C(Cn1cc(COc2ccc(Cl)c(Cl)c2)nn1)NS(=O)(=O)c1ccccc1OC(F)(F)F
  1% | -12 | -3%
45. CCc1nc2c(OCC(=O)C(C)(C)C)cccn2c1N(C)C(=O)c1cccs1
  1% | -1 | -2%
46. COc1ccc(-c2csc(C(O)c3ccc(F)cc3)n2)cn1 (centres undefined)
  -2% | -3 | 1%
47. C=C1C(=O)[C@]23C[C@H]1CCC2[C@]1(C)C(=O)CC[C@@](C)(C(=O)O)C1C[C@@H]3O (some centres undefined)
  ? | -11 | -13%
48. CC(=O)Nc1ccc(NC(=O)c2ccc3sc([C@H]4C[C@H](O)[C@@H](CO)O4)nc3c2)cc1
  1% | -9 | -1%
49. COC(=O)C1CCN(C2CN(C3CCCCC3)S(=O)(=O)C2)CC1 (centres undefined)
  -6% | -17 | -3%
50. Fc1cccc(Cc2c(-c3ccccc3)nc3ccc(Br)cn23)c1
  2% | -1 | 0%
51. CCNC(=O)C1CCCN(Cc2ccc(C)c3ccccc23)CC1 (centres undefined)
  -2% | -1 | -5%
52. CC1=C(C(=O)N(C)C)CC(CC(=O)NCCCN(C)C)C(=O)N1Cc1ccc(F)cc1 (centres undefined)
  -1% | -5 | -3%
53. CCc1nc2c(OCc3ccccc3)cccn2c1N(C)C(=O)Nc1ccccc1OC
  -9% | 0 | -2%
54. COc1cc(C=C(OC(C)=O)c2ccc3c(c2)OCO3)cc(OC)c1OC
  -1% | 1 | -3%
55. COCCNC(=O)C1(C)CCCN(Cc2ccc(Cl)c(Cl)c2)C1 (centres undefined)
  1% | -7 | -2%
56. O=C(NCc1cccs1)c1csc([C@@H]2O[C@H](CO)[C@H](O)[C@H](O)[C@H]2O)n1
  -1% | -9 | -2%
57. CC1(C(=O)NS(=O)(=O)C2CC2)CCN(C(=O)c2ccc(F)cc2Cl)C1 (centres undefined)
  -2% | -3 | 0%
58. O=C(Nc1ccc(F)c(Cl)c1)c1ccc2sc([C@@H]3O[C@H](CO)[C@H](O)[C@H](O)[C@H]3O)nc2c1
  0% | 1 | -3%
59. Cc1ccc2nc(-c3ccccc3)c(CC3CCCCC3)n2c1
  -21% | 3 | -3%
60. CCCNC(=O)C1(C)CCCN(Cc2c3ccccc3nn2C)C1 (centres undefined)
  -3% | -2 | 0%
61. COc1ccccc1Cc1c(-c2ccc(C)cc2)nc2c(C)cc(Br)cn12
  -24% | -3 | ?
62. COc1ccc(-c2cc3nc(NCCN4CCCC4)n(C)c(=O)c3s2)cc1OC
  -3% | 7 | -2%
63. CC(C)NC(=O)C1(C)CCN1Cc1ccc(C(F)(F)F)cc1 (centres undefined)
  0% | -7 | -3%
64. COc1cccc(C(O)c2nc(-c3cccc(CO)c3)cs2)c1 (centres undefined)
  2% | -3 | 2%
65. C[C@H](O)[C@@H]1C(=O)N2CCc3c([nH]c4ccccc34)[C@@H]2C[C@@H]1N(C)C(=O)c1ccco1
  -13% | 1 | -3%
66. CCc1ccc(C(O)c2ncc(-c3cccc4ccccc34)[nH]2)cc1 (centres undefined)
  -24% | -10 | -2%
67. CCNC(=O)C1CCCN(Cc2ccc3ccccc3c2Br)CC1 (centres undefined)
  2% | 0 | -4%
68. CCc1ccc(C(O)c2ncc(-c3ccc(Cl)cc3)[nH]2)cc1 (centres undefined)
  -5% | -14 | 0%
69. CC(=O)Nc1ccc(CN(C)c2c(C)nc3ccc(C(=O)NCCc4ccccn4)cn23)cc1
  -4% | -13 | -5%
70. COCCNC(=S)N1CCC2CC1c1cc(-c3ccc4c(c3)OCO4)ccc12 (centres undefined)
  -5% | -13 | -3%
71. CCCC(=O)N1CCCC(c2cc(C(=O)Nc3ccccc3)no2)C1 (centres undefined)
  -7% | -1 | -11%
72. Cc1cc(Br)cn2c(Cc3ccsc3)c(-c3ccccc3)nc12
  -26% | 3 | ?
73. COc1ccc(S(=O)(=O)NC(=O)C2(C)CCN2C(=O)Cc2cc(F)ccc2F)cc1 (centres undefined)
  1% | -2 | -3%
74. O=C(Nc1ccc(Cl)c(C(F)(F)F)c1)C1Cc2c(-c3ccccc3)ccnc2O1 (centres undefined)
  -19% | -4 | -1%
75. CCNC(=O)c1cc2c(c(-c3cccc(-c4cccc(C(=O)N(C)C)c4)c3)n1)[C@@H](CCO)N(S(=O)C(C)(C)C)C2 (some centres undefined)
  -6% | 0 | 10%
76. CCCNC(=O)C1(C)CCN(C(=O)COc2ccc(Cl)cc2Cl)C1 (centres undefined)
  -19% | -12 | -2%
77. C#CCn1c2ccccc2c(=O)n1C(C)C
  1% | 3 | 0%
78. CCOC(=O)c1cc2c(c(-c3cccc(-c4cc5ccccc5o4)c3)n1)[C@@H](CCO)N(S(=O)C(C)(C)C)C2 (some centres undefined)
  -5% | -6 | -4%
79. CCCCN1CC(N2CCN(CCN(C)C)CC2)CS1(=O)=O (centres undefined)
  1% | -2 | -4%
80. CC(C)Nc1nc(NCc2ccccc2)c2sccc2n1
  -2% | -1 | -3%

The list goes on:
Every second line gives: Vif-A3G inh | LDHA inh | Glioma ERSR ind
81. CCCNC(=O)c1cc(C2CCCN(C(=O)c3ccc(OC)cc3)C2)on1 (centres undefined)
  0% | -3 | -1%
82. CC(C)C(N)c1csc(Nc2ccc(C(=O)c3ccccc3)cc2)n1 (centres undefined)
  -4% | -2 | 0%
83. CC(C)CNc1ncnc2c1ncn2[C@H]1CN(Cc2ccncc2)C[C@@H](CO)O1
  0% | -5 | 1%
84. CCCCOc1ccc(S(=O)(=O)NC(=O)C2(C)CCN2C(=O)c2cccc(F)c2)cc1 (centres undefined)
  -1% | -6 | 0%
85. Cc1ccc(CN2CC(N3CCCCC3)CS2(=O)=O)cc1 (centres undefined)
  -3% | -10 | -5%
86. CC(C)(C)c1ccc(CC(=O)N2CCC2(C)C(=O)NS(=O)(=O)c2ccc3c(c2)CCO3)cc1 (centres undefined)
  -1% | -1 | -4%
87. CCCS(=O)(=O)NC(=O)C1(C)CCN(C(=O)c2cc(F)cc(F)c2)C1 (centres undefined)
  -6% | -6 | -4%
88. CCOC(=O)C1=CCN(S(=O)(=O)c2ccccc2F)C1c1cccc(F)c1 (centres undefined)
  0% | 0 | -5%

One compound at a time, as listed above.
CCCS(=O)(=O)NC(=O)C1(C)CCN(C(=O)c2cc(F)cc(F)c2)C1 (centres undefined) as listed: Vif-A3G inh = -6%; LDHA inh = -6; Glioma ERSR ind = -4%
CCOC(=O)C1=CCN(S(=O)(=O)c2ccccc2F)C1c1cccc(F)c1 (centres undefined) as listed: Vif-A3G inh = 0%; LDHA inh = 0; Glioma ERSR ind = -5%

Compound activity (PubChem)

Only part of the results is shown, so the mix of outcomes need not match the whole.
